Source: PubChem (several laboratories)
hcDAF12 agonist: activates DAF-12 receptor from parasite H. contortus. AID 652067. 370,000 tested, 1.4% active. HEK293 hcDAF-12 lit1-tk-luc reporter, luminescence; 0% DMSO, 100% Δ7-dafachronic acid. activation, % at 6.8 µM;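 active = activation above the mean of all tested compounds plus 3 SD, cut at about 5.5% in these data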;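 note: 100% = response to 3 µM Δ7-dafachronic acid high control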
NPR1 activator: GC-A (human) enzyme activation; P16066; HEK293 GC-A cells, cGMP TR-FRET, EC30 ANP; 0% at EC30 ANP, 100% saturating ANP; activation, % at 10 µM; 370,000 tested, 0.14% active; AID 1671463; in the data active = activation above about 40%
SMARCA2 activ: SMARCA2 function activation, primary screen; MG213 cells, MMTV-luciferase reporter, dexamethasone, overnight; activation, % at 9.1 µM; 370,000 tested, 1% active; AID 652017; in the data active = activation above about 7.8%;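 note: 0% = vehicle wells and 100% = reference activator wells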
ssDAF12 agonist: S. stercoralis DAF-12 activation, primary screen. HEK293 ssDAF-12/GRIP1 lit1-tk-luc reporter, luminescence; % of 3 µM dafachronic acid response. 370,000 tested, 1% active. AID 652126. activation, % at 6.8 µM;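 active = activation above the mean over all tested compounds plus 3 SD, cut at about 0.9% in these data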;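 note: 0% = DMSO-only wells and 100% = 3 µM delta7-dafachronic acid wells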
DAX1 inh-1: inhibits human nuclear receptor DAX1; P51843; HEK293 Gal4-DAX1 luciferase reporter, luminescence; inhibition, % at 6.75 µM; 340,000 tested, 0.99% active; AID 504766;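 active = inhibition above the mean over all tested compounds plus 3 SD, cut at about 4.2% in these data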;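 note: 0% = DAX1-transfected cells with DMSO and 100% = empty-vector control cells with DMSO; inhibition shows as a rise in luminescence from relieved DAX1 repression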
Target sequence (P51843 207-470 limits assumed): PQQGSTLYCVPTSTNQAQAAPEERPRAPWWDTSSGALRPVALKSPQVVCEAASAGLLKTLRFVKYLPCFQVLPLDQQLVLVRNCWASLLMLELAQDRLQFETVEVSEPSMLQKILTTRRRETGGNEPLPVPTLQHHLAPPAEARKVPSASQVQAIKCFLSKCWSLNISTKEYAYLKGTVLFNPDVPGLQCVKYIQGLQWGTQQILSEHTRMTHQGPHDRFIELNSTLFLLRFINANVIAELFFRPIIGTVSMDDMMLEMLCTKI
ADAM10 inh: inhibitors of human ADAM10. O14672. recombinant ADAM10, EDANS/DABCYL FRET peptide cleavage, 3 h. inhibition, % at 7 µM. AID 720582. 370,000 tested, 0.62% active;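 active = inhibition above a per-campaign cutoff equal to the mean of compounds falling between control-based bounds plus 3 SD, cut at about 20% in these data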;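 note: 0% = DMSO wells while the 100% control is not disclosed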
Target sequence (O14672 214-748 limits assumed): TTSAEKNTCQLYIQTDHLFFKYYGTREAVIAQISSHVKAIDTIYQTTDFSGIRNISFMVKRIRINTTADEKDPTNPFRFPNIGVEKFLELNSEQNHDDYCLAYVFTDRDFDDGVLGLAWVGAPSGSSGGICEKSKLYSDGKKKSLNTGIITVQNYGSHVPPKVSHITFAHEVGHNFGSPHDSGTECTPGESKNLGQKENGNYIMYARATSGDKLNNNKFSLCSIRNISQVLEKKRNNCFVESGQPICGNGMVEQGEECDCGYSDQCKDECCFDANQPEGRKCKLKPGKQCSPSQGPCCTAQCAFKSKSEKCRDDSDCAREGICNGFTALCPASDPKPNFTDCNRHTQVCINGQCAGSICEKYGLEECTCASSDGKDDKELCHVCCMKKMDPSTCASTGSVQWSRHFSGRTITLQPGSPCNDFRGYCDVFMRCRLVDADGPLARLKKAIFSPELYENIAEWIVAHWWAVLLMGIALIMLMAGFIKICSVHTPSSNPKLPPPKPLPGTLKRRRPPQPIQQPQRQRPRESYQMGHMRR
PG9 Ab binder: binds the HIV-1 gp120 antibody PG9; TR-FRET gp120-PG9 antibody binding; inhibition, % at 6.7 µM; AID 624416; 360,000 tested, 0.43% active; in the data active = inhibition above about 8.5%
DAX1 inh-2: inhibitors of DAX1 repression of SF-1 activated StAR promoter; HEK293T StAR-luciferase reporter, SF-1/DAX-1 repression relief; inhibition, % at 6.8 µM; 370,000 tested, 1.1% active; AID 652010;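 active = inhibition above the mean over all tested compounds plus 3 SD, cut at about 3.6% in these data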;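 note: 0% = DAX-1 cells with DMSO and 100% = cells lacking DAX-1 with DMSO; higher inhibition means more luminescence from relief of DAX-1 repression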
ADAM17 inh: inhibitors of human ADAM17; P78536; recombinant ADAM17, EDANS/DABCYL FRET peptide cleavage; inhibition, % at 6.95 µM; 370,000 tested, 0.83% active; AID 720648;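 active = inhibition above the mean of compounds lying between control limits plus 3 SD, set per campaign, cut at about 8.5% in these data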;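 note: 0% = DMSO-only wells as the low control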
hgDAF12 agonist: hgDAF-12 agonism, primary luciferase screen; HEK293 GAL4-hgDAF12 UAS-luciferase reporter, agonist luminescence; normalized to butyrate control; activation, % at 6.8 µM; 370,000 tested, 1.8% active; AID 687014;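 active = activation above a cutoff set at the mean of all screened compounds plus 3 SD, cut at about 10% in these data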;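 note: 0% = DMSO wells and 100% = sodium butyrate wells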
GAA850 FXN act: activators of GAA850 frataxin (FXN) promoter | HEK293 lucGAA850 FXN promoter luciferase reporter, 24 h; percent of 10 µM SAHA response | activation, % at 6 µM | 360,000 tested, 0.56% active;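 active = activation above the average of all compounds screened plus 3 SD, cutoff fixed separately per campaign, cut at about 7.5% in these data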;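 note: 0% = DMSO wells and 100% = 10 µM SAHA wells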
* marks the source's active call; other numbers are inactive results; nt = no result given.

Letter code – A = hcDAF12 agonist; B = NPR1 activator; C = SMARCA2 activ; D = ssDAF12 agonist; E = DAX1 inh-1; F = ADAM10 inh; G = PG9 Ab binder; H = DAX1 inh-2; I = ADAM17 inh; J = hgDAF12 agonist; K = GAA850 FXN act
CC(NC(=O)c1cccc(Cl)c1)C1CC2CCC1C2 (stereo not given)
  A: 0.0; B: -1; C: -1; D: -0.6; E: 2.1; F: 9; G: -0.8; H: -0.5; I: -1; J: 0.7; K: 1.6
Cc1ccc(Cl)cc1N1C(=O)CC(C)(C)CC1=O
  A: -2.4; B: 5; C: -2; D: -1.0; E: -1.3; F: 0; G: 0.3; H: -0.5; I: -3; J: 0.4; K: 1.0
Oc1nc(Nc2ccc(F)cc2)sc1/C=C1\C=Nc2ccccc21
  A: 1.0; B: 3; C: -2; D: -0.5; E: -0.3; F: 7; G: -1.9; H: -0.9; I: 2; J: -1.6; K: 2.9
CC1(C)CC(=O)C(N=Nc2ccc3ncsc3c2)=C(O)C1
  A: 1.6; B: -4; C: -3; D: 0.2; E: 3.0; F: -6; G: -2.1; H: 0.1; I: -2; J: 9.4; K: -1.4
COc1ccc(CCNC(=O)Cn2nnc(C(=O)Nc3cc(C)ccc3C)c2N)cc1OC
  A: -0.5; B: 0; C: -2; D: -0.8; E: 0.0; F: 5; G: -5.0; H: -0.3; I: -2; J: -0.7; K: -0.8
CC1CN(c2ncc(/C=N/NC(=O)c3ccccc3O)s2)CC(C)O1 (stereo not given)
  A: -1.1; B: 1; C: -3; D: 0.1; E: 0.5; F: -31; G: -2.2; H: -0.4; I: -13; J: 1.1; K: 2.1
CC1CCCN(Cc2c(O)ccc3c(=O)c(-c4ccc(Cl)cc4)coc23)C1 (stereo not given)
  A: 0.2; B: -1; C: -3; D: -0.9; E: 0.0; F: -202; G: 0.4; H: -0.1; I: -92; J: -3.3; K: 1.9
COc1ccccc1N1CCN(c2nc(C)cc(C)c2C#N)CC1
  A: -1.7; B: -4; C: -4; D: -2.0; E: -0.8; F: -1; G: 2.4; H: -0.1; I: 4; J: -1.7; K: -0.8
CC(=O)N(Cc1cc(=O)[nH]c2ccccc12)c1ccccc1
  A: 2.4; B: -1; C: -4; D: -0.5; E: -0.6; F: -3; G: 1.6; H: 0.0; I: -4; J: 0.1; K: 0.8
O=C(COc1ccccc1Cl)NC(=S)Nc1ccccc1N1CCCC1
  A: 1.4; B: -3; C: 11*; D: -0.8; E: 0.3; F: -6; G: -4.3; H: 0.2; I: -9; J: -2.0; K: 2.7
CCCNc1nc(C)nc2c1cnn2CCc1ccccc1
  A: -0.8; B: 0; C: 5; D: -1.2; E: 0.2; F: -5; G: 0.4; H: 0.6; I: -1; J: 4.5; K: 3.0
O=C(Nc1ncccc1O)C1CCN(S(=O)(=O)c2ccc3ccccc3c2)CC1
  A: 0.3; B: 2; C: 0; D: 0.0; E: -0.4; F: -4; G: -0.8; H: 0.8; I: 5; J: 1.2; K: 0.2
CCOc1ccc(NC(=O)CN(c2ccc(OC)cc2)S(C)(=O)=O)cc1
  A: 2.1; B: 2; C: 5; D: -1.0; E: 0.2; F: 6; G: 0.1; H: 1.6; I: -4; J: 5.3; K: 4.5
COc1ccc(Cl)cc1NC(=O)c1cccc(N2C(=O)C3CC=CCC3C2=O)c1 (stereo not given)
  A: -4.4; B: 3; C: 1; D: -1.4; E: -0.8; F: 4; G: -1.8; H: -0.9; I: -5; J: -2.9; K: 2.2
CCC(C)n1c(=N)c(C#N)cc2c(=O)n3cc(C)ccc3nc21 (stereo not given)
  A: 1.6; B: 6; C: 2; D: -1.6; E: 1.9; F: -212; G: 0.3; H: 0.5; I: -77; J: -1.7; K: 2.8
CCCc1nc2ccccc2c(=O)n1/N=C/c1ccc(O)cc1
  A: -0.3; B: 0; C: 2; D: -1.1; E: -0.9; F: 7; G: -2.3; H: -0.4; I: -5; J: 1.2; K: 2.8
O=C(Nc1ccccc1C(=O)O)c1cccc(C(=O)Nc2ccccc2C(=O)O)c1
  A: -0.4; B: -3; C: -1; D: -1.6; E: -0.8; F: 0; G: -0.2; H: -0.6; I: -2; J: -2.4; K: 0.9
COc1ccccc1CC(=O)Nc1ccc(OC)c(OC)c1
  A: 0.5; B: -1; C: 1; D: -0.6; E: 0.2; F: 4; G: 0.0; H: -0.1; I: -3; J: 4.5; K: 2.7
CCc1noc(C)c1C(=O)N1CCN(S(=O)(=O)c2ccc(C(C)C)cc2)CC1
  A: 0.3; B: 4; C: -1; D: -1.6; E: -0.9; F: -1; G: 0.5; H: 0.3; I: 1; J: -0.7; K: 1.6
CCOC(=O)c1cc(C)n(-c2ccc(Cl)cc2)c1C
  A: -1.6; B: 1; C: 1; D: -0.8; E: -2.3; F: -1; G: -0.5; H: 0.4; I: 0; J: 0.8; K: 2.2
O=C1c2ccccc2C(=O)N1CCCCN(C(=O)c1cc2ccccc2oc1=O)c1ccc(F)cc1F
  A: -3.1; B: 1; C: -3; D: -1.3; E: -1.9; F: 6; G: -0.2; H: -0.5; I: -1; J: -2.6; K: -0.3
Cc1cc(=O)[nH]c(SCC(=O)Nc2ncc(S(=O)(=O)c3ccc([N+](=O)[O-])cc3)s2)n1
  A: -1.9; B: -1; C: -2; D: -1.1; E: -0.7; F: 3; G: 1.3; H: 0.0; I: 0; J: -4.3; K: 2.0
CC(=O)c1cccc(S(=O)(=O)NCCCN2CCOCC2)c1
  A: -1.1; B: 2; C: -3; D: -1.4; E: 0.1; F: 0; G: 0.7; H: 0.2; I: -1; J: -1.9; K: -0.5
CCn1c2ccccc2c2cc(NC(=O)CNCC3CCCO3)ccc21 (stereo not given)
  A: -0.4; B: -6; C: -2; D: -1.2; E: 0.7; F: -12; G: -3.3; H: -0.1; I: -1; J: 4.7; K: 3.1
O=C(CSc1nnnn1C1CCCC1)NCc1ccccc1
  A: -0.9; B: -1; C: 4; D: -0.5; E: -0.6; F: 2; G: -0.8; H: 0.3; I: -3; J: 1.6; K: 0.2
O=C(Cn1cnc2scc(-c3ccccc3)c2c1=O)N1CCOCC1
  A: 0.3; B: 4; C: 0; D: -0.9; E: 0.8; F: -4; G: -1.3; H: 0.4; I: -4; J: 0.3; K: 3.0
Cc1ccc(S(=O)(=O)N2CCN(C(=O)CN(Cc3ccco3)Cc3cccs3)CC2)cc1
  A: 1.2; B: -2; C: 3; D: 0.7; E: -0.3; F: -1; G: -2.1; H: 2.2; I: 1; J: 0.9; K: 1.5
CCOc1ccccc1NC(=O)CSc1nc(=O)n(CCN2CCOCC2)c2c1CCCC2
  A: 2.5; B: 1; C: -2; D: -0.3; E: -1.2; F: 0; G: -0.2; H: 0.6; I: -8; J: -0.6; K: -0.4
O=Cc1cn(-c2ccccc2)nc1-c1cc2ccccc2oc1=O
  A: -0.5; B: -2; C: 0; D: -1.1; E: 0.2; F: -8; G: 0.6; H: -0.3; I: -5; J: 0.4; K: -1.0
CN(C)CC1CC/C(=C\c2ccc(O)cc2)C1=O (stereo not given)
  A: 0.3; B: 6; C: -6; D: -0.6; E: -1.8; F: -6; G: -1.0; H: -2.3; I: 0; J: -3.4; K: -12

Six entries from above, comma-delimited:
Molecule,hcDAF12 agonist,NPR1 activator,SMARCA2 activ,ssDAF12 agonist,DAX1 inh-1,ADAM10 inh,PG9 Ab binder,DAX1 inh-2,ADAM17 inh,hgDAF12 agonist,GAA850 FXN act
CC1CN(c2ncc(/C=N/NC(=O)c3ccccc3O)s2)CC(C)O1 (stereo not given),-1.1,1,-3,0.1,0.5,-31,-2.2,-0.4,-13,1.1,2.1
CC1CCCN(Cc2c(O)ccc3c(=O)c(-c4ccc(Cl)cc4)coc23)C1 (stereo not given),0.2,-1,-3,-0.9,0.0,-202,0.4,-0.1,-92,-3.3,1.9
O=C(Cn1cnc2scc(-c3ccccc3)c2c1=O)N1CCOCC1,0.3,4,0,-0.9,0.8,-4,-1.3,0.4,-4,0.3,3.0
O=C(CSc1nnnn1C1CCCC1)NCc1ccccc1,-0.9,-1,4,-0.5,-0.6,2,-0.8,0.3,-3,1.6,0.2
COc1ccccc1CC(=O)Nc1ccc(OC)c(OC)c1,0.5,-1,1,-0.6,0.2,4,0.0,-0.1,-3,4.5,2.7
CCn1c2ccccc2c2cc(NC(=O)CNCC3CCCO3)ccc21 (stereo not given),-0.4,-6,-2,-1.2,0.7,-12,-3.3,-0.1,-1,4.7,3.1

(cont.)
Letter code – A = hcDAF12 agonist; B = NPR1 activator; C = SMARCA2 activ; D = ssDAF12 agonist; E = DAX1 inh-1; F = ADAM10 inh; G = PG9 Ab binder; H = DAX1 inh-2; I = ADAM17 inh; J = hgDAF12 agonist; K = GAA850 FXN act
CN(c1ccc(C(=O)NCCSCc2ccccc2)cc1)S(=O)(=O)c1ccccc1
  A: -1.2; B: -2; C: -2; D: -1.3; E: 1.6; F: 13; G: -2.0; H: -0.4; I: 3; J: 0.8; K: -1.9
COc1ccc(S(=O)(=O)N2CCCC(C(=O)Nc3ccc(NC(=O)c4ccccn4)cc3)C2)cc1 (stereo not given)
  A: 2.7; B: 6; C: 3; D: -0.9; E: -1.3; F: -3; G: -2.4; H: -0.4; I: 0; J: 0.7; K: -1.2
Cc1nn(-c2ccccc2)c2sc(C(=O)c3c(N)n(C)c(=O)n(C)c3=O)cc12
  A: -2.0; B: 6; C: -1; D: -1.3; E: -0.1; F: -1; G: 2.7; H: -0.1; I: -4; J: 1.9; K: -0.6
COc1ccc(/C=C/c2onc(C)c2S(=O)(=O)N2CCC(C(=O)N3CCCCCC3)CC2)cc1
  A: -2.0; B: 0; C: -7; D: -1.8; E: -0.3; F: 4; G: -0.6; H: -0.8; I: -1; J: 0.2; K: 0.8
COc1ccc(N2C(=O)NC(NS(=O)(=O)c3ccc(Cl)cc3)(C(F)(F)F)C2=O)cc1 (stereo not given)
  A: -1.3; B: 3; C: 1; D: -0.7; E: 0.8; F: 3; G: -0.1; H: 0.7; I: -2; J: -0.8; K: -0.4
COC(=O)C1C(=O)c2c([nH]c(C(=O)OC3CCCC3C)c2C)CC1C (stereo not given)
  A: 0.8; B: -1; C: 3; D: 0.6; E: 3.7; F: -4; G: 0.6; H: 4.7*; I: 2; J: 18*; K: 3.7
CCC(CO)Nc1cccc2c1S(=O)(=O)N(Cc1cn(Cc3ccc(C(F)(F)F)cc3)nn1)Cc1ccccc1O2 (stereo not given)
  A: -1.8; B: 1; C: 5; D: -2.0; E: nt; F: -51; G: nt; H: -0.8; I: -1; J: -3.9; K: nt
CC(=O)C[C@H](O)CC(=O)[C@H]1OC(=O)CCCCCCCCc2ccccc21
  A: 1.0; B: -6; C: 0; D: -1.3; E: -0.7; F: -10; G: 0.1; H: -0.4; I: -3; J: 0.7; K: 1.4
Cc1ccc(C)c(-n2ccnc2SCC(=O)O)c1
  A: -1.3; B: 1; C: 2; D: -0.5; E: 2.1; F: -2; G: -1.2; H: 0.4; I: -5; J: 2.3; K: -1.4
Cc1ccc(C(=O)COc2ccccc2C(=O)Nc2ccccc2)cc1
  A: -1.6; B: 0; C: 0; D: -1.0; E: 1.1; F: 0; G: -0.1; H: 0.2; I: -1; J: 0.0; K: -1.3
